Source: PubChem BioAssay
TRPML3 agonist = agonists of human TRPML3 channel | hit rate 0.29% among 220,000 | activation, % at 3 µM | HEK293 TRPML3-YFP, Fluo-8 calcium fluorescence; 100% = the carbachol control signal | AID 1448;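 active = activation above its plate's cutoff, the mean activation of the plate's test wells plus 3 SD, cut at about 12% in these data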;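 note: 0% = DMSO only wells and 100% = carbachol wells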
Target sequence (Q8TDD5 whole entry, looked up): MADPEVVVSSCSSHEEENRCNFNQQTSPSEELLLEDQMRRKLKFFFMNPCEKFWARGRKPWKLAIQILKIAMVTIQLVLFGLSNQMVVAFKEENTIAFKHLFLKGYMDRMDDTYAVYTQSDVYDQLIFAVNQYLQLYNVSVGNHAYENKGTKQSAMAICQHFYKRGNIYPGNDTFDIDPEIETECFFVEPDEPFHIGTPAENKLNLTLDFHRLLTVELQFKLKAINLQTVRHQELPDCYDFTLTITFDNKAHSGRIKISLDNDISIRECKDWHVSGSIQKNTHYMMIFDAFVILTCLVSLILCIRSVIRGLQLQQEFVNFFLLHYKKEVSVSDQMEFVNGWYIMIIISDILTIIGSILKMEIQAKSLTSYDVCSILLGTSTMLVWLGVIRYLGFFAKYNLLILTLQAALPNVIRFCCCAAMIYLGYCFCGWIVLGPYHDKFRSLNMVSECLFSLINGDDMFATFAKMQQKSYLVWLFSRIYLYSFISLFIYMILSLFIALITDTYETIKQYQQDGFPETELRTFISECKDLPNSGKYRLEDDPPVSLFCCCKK
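Test system – HEK293 line with stable expression of human TRPML3-YFP channel · Control set – carbachol 87 µM final as high control (100%), DMSO as low control (0%) · Signal – Fluo-8 calcium dye fluorescence, ex 470-495, em 515-575 nm · Incubation – 1-h 37 °C dye load, 5-s basal, 120-s post-compound reads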
NPY2 pot ag = human NPY-Y2 potentiation or agonism, primary screen; activation, % at 3.6 µM; hit rate 0.45% among 220,000; P49146; cells expressing NPY-Y2, potentiator/agonist read-out; in the data active = activation above about 27%;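 note: cells stimulated with NPY near EC25 plus isoproterenol at EC100; 0% = vehicle plus submaximal agonist and 100% = vehicle plus saturating agonist; some results beyond the cut were filed as inactive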
Target sequence (P49146 whole entry, looked up): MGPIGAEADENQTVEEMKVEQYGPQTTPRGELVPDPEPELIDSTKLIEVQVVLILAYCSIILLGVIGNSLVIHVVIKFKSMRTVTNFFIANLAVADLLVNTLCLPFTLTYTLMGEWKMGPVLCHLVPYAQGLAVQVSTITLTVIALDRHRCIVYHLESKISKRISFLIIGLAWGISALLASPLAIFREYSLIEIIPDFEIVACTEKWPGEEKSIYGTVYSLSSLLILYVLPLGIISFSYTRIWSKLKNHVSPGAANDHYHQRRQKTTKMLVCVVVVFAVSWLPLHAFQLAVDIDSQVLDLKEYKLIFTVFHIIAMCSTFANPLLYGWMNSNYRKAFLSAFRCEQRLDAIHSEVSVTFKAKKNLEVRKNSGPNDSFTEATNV
EP2 modulator = modulators of human EP2 prostaglandin E2 receptor | EP2-expressing cells, cAMP HTRF FRET, PGE2 co-stimulation | induction, % at 25 µM | hit rate 0.83% among 260,000 | AID 940;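 active = compounds whose cAMP rise, as percent of the full-agonist control response, exceeds 60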;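 note: rat C6 glioma line stably carrying human EP2 under a CMV promoter; the protocol text gives 20 µM as final concentration; 100% = response of wells given 1 µM PGE2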
S1P4 agonist = activates the human S1P4 receptor | O95977 | S1P4-expressing cell line, agonist reporter assay | activation, % at 4.98 µM | hit rate 0.35% among 220,000; in the data active = activation above about 11%;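 note: 0% = DMSO vehicle and 100% = reference agonist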
CHOP inhibitor = inhibitors of CHOP induction in ER stress response; hit rate 3.8% among 220,000; CHO-K1 CHOP-promoter luciferase, tunicamycin-induced, 15-18 h; inhibition, % at 10 µM;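 active = compounds that reduced the stress-induced luciferase reporter signal by more than about 70% of percent inhibition, limit read from the data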;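 note: 0% = tunicamycin plus vehicle and 100% = wells without tunicamycin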
S1P4 antag = antagonists of human S1P4 receptor. S1P4-expressing cells, antagonist mode, reporter read-out. hit rate 0.26% among 220,000. inhibition, % at 4.98 µM. O95977; in the data active = inhibition above about 29%;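 note: 0% = wells stimulated with agonist and 100% = vehicle wells without agonist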
zfTRPN1 agonist = agonists of zebrafish TRPN1 channel; HEK293 zebrafish TRPN1-YFP, Fluo-8 calcium fluorescence; 100% = response to 87 µM carbachol; activation, % at 3 µM; hit rate 0.18% among 220,000; AID 1424;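 active = activation above its plate's cutoff, the mean activation of test wells on that plate plus 3 SD, cut at about 19% in these data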;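 note: 0% = DMSO alone and 100% = 87 µM carbachol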
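Assay system: Zebrafish TRPN1-YFP in HEK293 cells | Incubation: Dye loading 1 h at 37 °C, then 30 min room temperature | Measured by: Kinetic Fluo-8 fluorescence, ex 470-495, em 515-575 nm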
NPY-Y1 PAM-ag = human NPY-Y1 potentiation or agonism, primary screen; P25929; NPY-Y1 expressing cells, potentiator/agonist activation; activation, % at 3.6 µM; hit rate 0.37% among 220,000; AID 1304; in the data active = activation above about 33%, passing the limit was not always enough;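 note: cells stimulated with NPY at EC10 then isoproterenol at EC100; 0% = low agonist plus stimulus and 100% = saturating agonist plus stimulus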
NPY-Y1 antag = NPY-Y1 (human) receptor antagonism | hit rate 1% among 200,000 | HEK293-CNG Y1 cells, membrane potential fluorescence; NPY at EC95, then isoproterenol | P25929 | inhibition, % at 3.6 µM;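 active = inhibition above the campaign mean inhibition of all tested compounds plus 3 SD, cut at about 20% in these data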;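 note: 0% = DMSO wells given NPY plus isoproterenol and 100% = isoproterenol alone without NPY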
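Material: HEK293 Y1/CNG channel cell line | Also added: NPY (25 nM), isoproterenol (1 µM), Ro 20-1724 (25 µM) | Compound: One concentration, 3.6 µM, in 0.4% DMSO | Schedule: 3 h dye uptake, 1 h room-temperature compound, 45 min post-isoproterenol | Signal: Membrane-potential fluorescent dye readout | Read-out: % inhibition of NPY effect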
The depositor's hits bear a star; nt = not tested or not shown.

SMILES	TRPML3 agonist	NPY2 pot ag	EP2 modulator	S1P4 agonist	CHOP inhibitor	S1P4 antag	zfTRPN1 agonist	NPY-Y1 PAM-ag	NPY-Y1 antag
Cc1ccc(CNC(=O)Cc2noc3ccccc23)cc1	-0.6	-6.9	17.1	-0.9	-1.3	12.0	-1.6	-8.3	5.3
COc1ccc(CC(=O)NCc2n[nH]c(=S)n2-c2cccc(Cl)c2)cc1	1.0	-10.9	3.5	0.4	-14.4	-2.8	1.0	-6.4	-1.9
CSc1cc(C)n(-c2ccccc2)c(=S)c1C(C)=O	0.2	8.4	-0.3	-3.4	-8.9	-17.4	0.1	-8.0	-2.6
CC(=O)c1cccc(NC(=O)c2ccc(N(C)S(C)(=O)=O)cc2)c1	1.0	2.2	2.1	-0.1	12.4	-15.7	8.4	-19.6	0.7
CC1(C)S[C@@H]2[C@H](NC(=O)[C@H](N)c3ccc(O)cc3)C(=O)N2[C@H]1C(=O)O	1.2	6.1	25.4	2.3	4.7	-10.1	-0.7	11.3	-3.8
CCCSc1nc2c(c(=O)[nH]c(=O)n2C)n1Cc1ccc(C)cc1	0.3	14.8	56.0	1.1	81.3*	-4.0	0.7	15.5	4.1
COc1cc(C(=O)Nc2ccc(NC(=O)c3ccco3)nc2)cc(OC)c1OC	-0.1	1.0	-26.8	1.1	-13.0	-19.8	1.7	5.4	-0.2
CC(=O)c1cccc(NC(=O)/C=C/c2ccc([N+](=O)[O-])s2)c1	1.1	-14.2	-62.3	-0.2	74.2*	-13.6	-0.4	-5.0	-2.1
c1ccc2c(c1)CCOC2CNCCCN1CCCCC1 (configuration not stated)	0.4	-31.1	-21.3	-1.5	9.1	-8.9	0.7	-46.1	9.3
COc1cccc(-c2nnc(SCC(=O)Nc3ccc4c(c3)OCCO4)n2Cc2ccco2)c1	-1.6	-28.2	29.7	-0.1	26.9	-45.1	-1.8	-22.5	-0.6
Cc1ccc(OCCCN(C)C)c(Br)c1	-0.1	-2.3	15.7	0.9	39.7	-8.6	0.8	-6.1	16.1
CN1CCN(Cc2c(O)ccc3c(=O)c(Oc4ccccc4Cl)c(C(F)(F)F)oc23)CC1	0.7	-13.3	-5.1	-6.0	-17.1	-0.4	2.0	-11.1	-3.3
CC(C)NC(=O)C1CCN(C2CCN(Cc3nc(C(C)C)cs3)CC2)CC1	0.8	6.1	-0.3	2.4	-5.8	11.3	2.2	10.2	4.5
Cc1nc(NC(=O)CN2CCC(O)(c3ccc(F)cc3)CC2)sc1C	0.6	-10.0	-3.9	1.1	-18.5	-12.8	-1.1	0.3	nt
COc1ccc([N+](=O)[O-])cc1NC(=O)CCN1CCN(C)CC1	-0.8	1.2	4.7	-1.0	4.3	-7.9	0.0	0.5	4.4
CN1CCN(CC(O)c2ccccc2)CC1 (configuration not stated)	0.7	-5.5	18.0	-1.2	80.1*	-10.7	1.5	4.3	1.7
CCn1c(=O)c2cc(C(=O)Nc3cc(C)on3)sc2c2ccccc21	1.1	-10.5	17.6	-0.7	68.3	-16.7	1.2	0.2	-0.6
O=C(NCC1CCCO1)c1ccc(CS(=O)(=O)c2ccc(Br)cc2)o1 (configuration not stated)	0.8	13.7	-13.9	-2.5	14.5	5.0	2.5	7.8	-0.8
CCc1ccn2cc(-c3ccc4c(c3)OCO4)nc2c1	0.3	7.9	-50.4	0.8	77.7*	12.0	0.1	21.5	nt
CCCCc1ccc(S(=O)(=O)N2CCN(C(=O)c3ccco3)CC2)cc1	-0.1	-0.2	-55.2	1.7	42.4	-12.8	-0.1	-15.0	1.9
Cc1ccc(C(NC(=O)C2CCCCC2)c2c(O)ccc3ccccc23)cc1 (configuration not stated)	-0.6	10.2	25.7	-0.8	62.8	-9.1	-0.3	20.1	-3.2
O=C1CN(C(=O)COC(=O)C2CCN(S(=O)(=O)c3ccccc3C(F)(F)F)CC2)c2ccccc2N1	1.2	-2.1	-9.8	-0.8	18.0	6.6	-0.1	-0.8	-6.9
Cc1ccc(NC(=O)Cn2cnc3cc([N+](=O)[O-])ccc3c2=O)c(Cl)c1	-0.2	-43.9	-7.6	1.1	0.4	8.6	-0.7	-39.7	nt
COc1ccc(-c2csc3ncnc(Oc4cccc5ccc(C)nc45)c23)cc1	-0.3	7.4	36.0	-0.7	21.3	9.4	-1.7	17.8	7.9
CCN(CC)S(=O)(=O)c1ccc(Cl)c(C(=O)OCC(=O)c2c(N)n(C)c(=O)n(C)c2=O)c1	2.8	-7.6	-2.9	-0.1	52.7	-7.7	6.1	2.6	nt
COc1cccc(N=C2SC(C(=O)Nc3ccccc3F)CC(=O)N2C)c1 (configuration not stated)	-0.5	-14.2	-18.7	0.3	15.8	-14.2	0.4	-27.8	-1.1
CC(=O)N(CN1C(=O)c2ccc([N+](=O)[O-])cc2C1=O)c1ccc(F)cc1	1.0	-13.9	-14.6	0.7	-9.3	-28.3	-0.3	-8.1	4.2
CCCOc1ccccc1C(=O)NC(CO)C(=O)O (configuration not stated)	0.9	6.1	18.4	-2.4	7.0	3.4	-0.7	-2.7	2.0
Cn1cc(C(CC(=O)O)C(=O)O)c2ccccc21 (configuration not stated)	0.8	0.3	-7.1	0.3	-14.6	-13.9	-0.1	-5.3	-7.1
CCN(CC)c1ccc(/C=N/NC(=O)c2ccco2)c(O)c1	0.4	2.0	-27.2	2.4	62.4	1.9	0.4	20.1	nt

Some of the entries so far, as labelled records.
mol: CCCSc1nc2c(c(=O)[nH]c(=O)n2C)n1Cc1ccc(C)cc1
  TRPML3 agonist: 0.3 | NPY2 pot ag: 14.8 | EP2 modulator: 56.0 | S1P4 agonist: 1.1 | CHOP inhibitor: 81.3* | S1P4 antag: -4.0 | zfTRPN1 agonist: 0.7 | NPY-Y1 PAM-ag: 15.5 | NPY-Y1 antag: 4.1

mol: COc1cc(C(=O)Nc2ccc(NC(=O)c3ccco3)nc2)cc(OC)c1OC
  TRPML3 agonist: -0.1 | NPY2 pot ag: 1.0 | EP2 modulator: -26.8 | S1P4 agonist: 1.1 | CHOP inhibitor: -13.0 | S1P4 antag: -19.8 | zfTRPN1 agonist: 1.7 | NPY-Y1 PAM-ag: 5.4 | NPY-Y1 antag: -0.2

Carrying on:
SMILES	TRPML3 agonist	NPY2 pot ag	EP2 modulator	S1P4 agonist	CHOP inhibitor	S1P4 antag	zfTRPN1 agonist	NPY-Y1 PAM-ag	NPY-Y1 antag
Cc1ccc(-c2noc(CCC(=O)NCCCN3CCN(c4ccc(F)cc4)CC3)n2)cc1	2.7	3.5	-22.3	-1.6	20.2	-3.2	4.3	-5.6	1.5
COc1ccc(C)cc1S(=O)(=O)N1CCCCCC1	1.5	-29.6	3.7	-2.4	3.5	1.7	-0.8	-18.9	nt
Nc1ccc(C(=O)Nc2ccc(NC(=O)c3ccco3)c(O)c2)cc1	0.5	-16.9	-34.8	-0.6	-0.8	-4.8	0.6	18.1	nt
COc1cccc(-c2nc(CS(=O)(=O)CC(=O)NCc3ccccc3)c(C)o2)c1	-0.2	-4.4	1.4	-0.4	-18.7	18.0	-0.8	-5.6	8.2
O=C(Nc1cccc(C(F)(F)F)c1)C1C2CC3OC(=O)C1C3C2 (configuration not stated)	1.0	11.5	2.8	-0.7	15.3	-2.6	0.8	5.0	6.2
NC(=O)CN1CCN(C2CC(=O)N(CCc3ccccc3)C2=O)CC1 (configuration not stated)	0.8	-4.6	3.3	1.9	1.5	7.6	0.7	15.5	-0.5
FC(F)(F)c1cc(Cl)c2nc(-c3ccccc3)cn2c1	0.3	-24.8	-15.3	-0.2	45.0	-8.1	-0.8	-53.3	8.7
CC1(C)NC(=O)N(CCCCOc2ccccc2[N+](=O)[O-])C1=O	0.8	2.4	-2.1	1.2	13.8	-2.3	0.4	7.2	-1.1
N#Cc1cc(C(=O)c2cc(Cl)ccc2O)cn(-c2ccccc2)c1=O	0.6	15.7	-9.8	0.5	14.4	-14.5	0.6	-7.4	3.4
CS(=O)(=O)N1CCC(C(=O)N2CCN(C(c3ccccc3)c3ccccc3)CC2)CC1	-0.4	-15.9	13.6	0.8	-23.3	-0.4	-0.9	-2.1	-3.8
Cn1nc(-c2ccc(Cl)cc2)c2cc(C(=O)NCC3CCCO3)sc21 (configuration not stated)	-1.3	-6.9	-66.0	0.4	46.7	-0.3	0.1	-2.3	3.4
COc1ccc(OC)c(-c2cc(C(=O)N3CCCc4ccccc43)no2)c1	0.2	-30.6	27.4	-0.6	58.7	-2.4	-0.2	-33.4	18.7
COc1ccc(-c2nn(-c3ccccc3)cc2C#N)cc1	0.1	-15.3	18.4	-0.8	15.0	-6.4	-0.8	-11.5	3.2
CNC(=O)COc1ncnc2sccc12	0.9	-6.8	14.0	1.2	-13.6	11.1	0.3	-20.0	0.2
CCNc1sc(C(=O)c2cccs2)c(N)c1-c1nc2ccccc2s1	1.8	23.2	22.2	-1.2	78.2*	23.3	2.5	32.3	-1.5
C=CCn1c(SCC(=O)NC2CCCCC2)nnc1C1CCCCC1	-0.3	-9.0	38.7	-0.8	-12.6	0.6	0.0	4.9	2.1
COc1ccc(-c2ccc(CCC(=O)O)n2NC(N)=O)cc1	0.1	1.2	26.9	-1.5	-11.7	-9.7	0.9	17.6	nt
CCOc1ccc(CCNC(=O)C(CC)n2nc(C)n3c(cc4sccc43)c2=O)cc1OCC (configuration not stated)	-1.0	-6.9	-10.1	0.9	31.5	5.6	-2.7	-1.2	4.5
Fc1ccc(-c2n[nH]c(=S)c3ccccc23)cc1	-0.8	-3.3	18.9	0.9	24.9	-0.3	-0.8	-23.7	0.9
CC(C)=C1SC(N2CCOCC2)=NC1=O	0.2	-9.6	17.4	0.5	-9.8	-10.4	-0.6	-4.3	1.8
CC(=O)c1c(C)[nH]c(C(=O)OC2CCCCC2=O)c1C (configuration not stated)	0.7	1.7	-2.1	0.6	-34.0	-11.4	0.8	-5.4	-1.9
CC(C)Cc1cc(C(=O)Nc2cc(Br)ccc2O)no1	0.4	7.2	-0.8	3.0	nt	-10.8	0.1	8.8	2.2
O=C(CSc1nnc(C2CC2)n1-c1ccccc1)NCc1ccco1	0.4	-15.9	-6.9	-2.1	-17.8	-12.7	-0.1	-20.0	-1.5
COc1ccc(CC(=O)O/N=C(\N)Cc2cccc3ccccc23)cc1OC	-0.1	-0.9	18.6	0.0	9.1	3.0	-1.1	-23.8	2.3
Cc1cc([N+](=O)[O-])nn1CC(=O)N/N=C/c1ccccc1O	0.2	0.0	-8.1	0.9	13.0	-0.4	0.6	2.7	nt
COc1cccc(CNCCN2CCOCC2)c1OC	1.2	-7.1	1.8	-1.4	-1.6	11.4	0.6	12.7	-2.7
COc1ccc(NC(=O)C(CC(=O)O)Cc2ccccc2)cc1 (configuration not stated)	1.1	-5.4	20.2	0.6	2.1	-2.5	-0.2	3.1	-6.0
COc1ccc(CCN2C(=O)C(Oc3ccccc3C)C2c2ccc3c(c2)OCO3)cc1 (configuration not stated)	0.1	4.3	30.1	2.6	19.4	-24.3	-0.5	-13.2	12.1
